Screens: PubChem BioAssay, several laboratories
AID2073 = inhibitors of Mint1-CaV2.2 protein interaction, biochemical, HTRF (AID 2073); HTRF protein-protein interaction, Mint1-CaV2.2; higher % means a stronger effect; 0.19% of 290,000 active; Voltage-dependent N-type calcium channel subunit alpha-1B (Homo sapiens); inhibition, % at 20 µM, or IC50 in µM where a hit was titrated; in the data active means inhibition mostly above about 51%, no sharp cut-off; further: some results filed as inactive read as strong as hits
HIV peptide binding = inhibitors of HIV fusion peptide binding, primary screen, biochemical, uHTS, fluorescence dequenching (AID 1986); cell-free peptide binding, fluorescence dequenching, 30 min; higher % means a stronger effect; inhibition, % at 20 µM, or IC50 in µM where a hit was titrated; 0.3% of 290,000 active; in the data active means inhibition mostly above about 52%, no sharp cut-off; inactive means mostly below about 76%; further: some results filed as inactive read as strong as hits
Yfh1-off respiration = enhancers of respiration in Yfh1-depleted yeast, dose response, Friedreich's ataxia, plus single-dose screen (AID 1465) | 0.074% of 220,000 active | fold induction at 50 µM; hits with a dose series show EC50 in µM | S. cerevisiae Yfh1-off respiration, WST-1 reduction, 72 h; higher fold induction means a stronger effect;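 active means fold induction of absorbance versus untreated yeast above a set limit, then at least 30% activation at any dose in follow-up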;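 further: activators that raise dye reduction in frataxin-depleted yeast; strong numbers were not always called active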
Dynein cargo inh = inhibitors of GR-EGFP nuclear translocation, primary screen, dynein cargo transport inhibitor project, imaging, high-content, 3617.4 mouse cells | test concentration mostly 20 µM; stimulated with dexamethasone, 1 µM; stronger effect = lower value | z-score, hits read low | 0.47% of 220,000 active | AID 1381, 2008;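 active means plate z-score of nuclear minus cytoplasmic receptor signal below a set negative limit, without overly bright fluorescence or cell loss, cut at about -3.5 in these data, passing the limit was not always enough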;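 further: z-score of nuclear minus cytoplasmic ring GR-EGFP intensity difference per well; some compounds called inactive have numbers as strong as hits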
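Buffer or medium: tet-free medium with charcoal-stripped serum / Also added: dexamethasone agonist, 1.0 µM final, for 30 min / Timing: induction 48 h, compound 1 h, agonist 30 min / Measured by: high-content fluorescence imaging after fixation / Read-out: nuclear-to-cytoplasmic GR-EGFP distribution per well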
Autophagy HCS = autophagy modulators in MEF cells, primary screen, imaging, high-content, MEF GFP-LC3 | AID 463193, 2010 | MEF GFP-LC3 puncta imaging; test concentration mostly 10 µM | calls only at 10 µM (by protocol) | 0.98% of 190,000 active;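 active means percentage of spot-positive cells more than 3 SD above its plate mean, without a fluorescence outlier flag or 80% toxicity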;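 further: spot-positive cell cutoff set from DMSO-treated cells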
WT yeast gro inh = growth inhibition of WT strain, primary screen, mitochondrial fusion inhibitor project, WT and mutant strains, chemical genetic; mitochondrial fusion phenotypic screen; inhibition, % at 10 µM; 2.1% of 190,000 active; AID 1362, 2008; in the data active means inhibition above about 58%; tested in S. cerevisiae
Insulin prom up = insulin promoter activators in MIN6 cells, imaging, high-content screening, mouse beta cells; MIN6 insulin promoter-GFP reporter; stronger effect = higher value; z-score at 5 µM; 0.3% of 190,000 active; AID 1625, 2009;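 active means z-score above 3 at 5 µM with at least 500 cells counted in the well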
MT stabilizer = microtubule stabilizers in HeLa cells, primary screen, imaging, high-content imaging; HeLa tubulin immunostaining HCS, 24 h; share of cells brighter than vehicle mean+2SD; % tubulin-high responders, % at 10 µM; 0.83% of 200,000 active; AID 2205, 2009;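 active means plate Z-score above 3 for both tubulin-high and condensed-nucleus cell shares, with cell loss under 80%, at 10 µM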;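 further: anti alpha tubulin signal scored within the nucleus-defined area of each cell; some results filed as inactive read as strong as hits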
bCat nuc transl = modulators of beta-catenin nuclear translocation, primary screen, imaging, HeLa cells, immunofluorescence, high-content; nuclear translocation activity, % at 5 µM; 0.3% of 190,000 active;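 active means nuclear translocation activity above 50% at 5 µM, with a well cell count of 50 or more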;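 further: per-cell ratio of nuclear to cytoplasmic median beta-catenin stain intensity; plate controls were DMSO negative control for no effect and GSK-3 inhibitor IX positive control for full effect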
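Assay system: human HeLa cells, native beta-catenin; doses: 5 µM primary, 0.02–20 µM confirmation; incubation: compound treatment 24 h, 37°C, 5% CO2; technique: fluorescence imaging of beta-catenin antibody stain plus DAPI; measure: % activation, nuclear-to-cytoplasmic median beta-catenin signal ratio per cell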
WT yeast gro inh mutant strain = also measured in WT yeast gro inh; calls as there; inhibition, %; mitochondrial fusion phenotypic screen, mutant strain inhibition
Dynein cargo inh cytoplasmic EGFP = further read-out of Dynein cargo inh, marked with its call; z-score; measured here: cytoplasmic GR-EGFP intensity; stronger effect = higher value
Dynein cargo inh nuclear GR-EGFP = further read-out of Dynein cargo inh, marked with its call; z-score; measured here: nuclear GR-EGFP intensity;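 lower value marks the stronger effect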
Dynein cargo inh cell count = also measured in Dynein cargo inh; calls as there; z-score; measured here: cell count per field
Insulin prom up cell count = also measured in Insulin prom up; calls as there; cell count; measured here: cytotoxicity, nuclei count;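 total cells summed across four imaged fields per well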
bCat nuc transl cell count 5 µM = recorded beside bCat nuc transl, whose call it bears; cell count; measured here: cell count, cytotoxicity flag
MT stabilizer Hoechst-high % = second read-out of MT stabilizer, no call of its own (marks repeat the call); % Hoechst-high responders; measured here: nuclear condensation Hoechst responders;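 share of cells brighter than vehicle mean plus two SD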
MT stabilizer cytotoxicity % = second read-out of MT stabilizer, no call of its own (marks repeat the call); toxicity, %; measured here: cytotoxicity by cell density;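 0% = mean cell density of plate MIN control wells and 100% = no cells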
Autophagy HCS cell loss 18 h = second read-out of Autophagy HCS, no call of its own (marks repeat the call); toxicity, %; measured here: cell loss, nuclei count;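 cell loss after 18 h compound exposure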
An asterisk follows results filed as active; i = inactive; · = no result given.

Each structure is followed by: AID2073 | HIV peptide binding | Yfh1-off respiration | Dynein cargo inh | Dynein cargo inh cytoplasmic EGFP | Dynein cargo inh nuclear GR-EGFP | Dynein cargo inh cell count | Autophagy HCS | Autophagy HCS cell loss 18 h | WT yeast gro inh | WT yeast gro inh mutant strain | Insulin prom up | Insulin prom up cell count | MT stabilizer | MT stabilizer Hoechst-high % | MT stabilizer cytotoxicity % | bCat nuc transl | bCat nuc transl cell count 5 µM
O=C(Nc1cccnc1)c1cccnc1Cl
  4% | 3.1% | i | 0.26 | -0.1 | 0.18 | -0.85 | i | 5 | -1 | 4 | · | · | 1.1 | 1.6 | 2.0 | -1.4 | 484
COC(=O)C1=NNC2(c3ccc(C)cc3)C(=O)N(c3cccc(C)c3C)C(=O)C12 (stereo not drawn)
  6% | 3.1% | i | -0.25 | -0.3 | -0.4 | 0.016 | i | 4 | -10 | -21 | 0.99 | 1374 | 3.9 | 2.9 | 1.1 | -1.3 | 575
CCCN(Cc1ccccc1)S(=O)(=O)c1ccc(N2C(=O)CCC2=O)cc1
  -9% | 2.0% | i | 1.6 | -0.22 | 0.51 | -0.56 | i | -6 | 48 | 4 | 1.2 | 1123 | 5.0 | 3.6 | 3.9 | 0.2 | 837
CC(C)CCN1CCN(Cc2cccc(-n3cccn3)c2)CC1CCO (stereo not drawn)
  -2% | 11% | i | -0.016 | -0.33 | -0.09 | 0.42 | i | 8 | 19 | 10 | 0 | 1441 | 2.2 | 0.8 | 3.2 | 0.0 | 976
CC1(C)Oc2ccc(C(=O)NC3CCCC3)cc2N(CC(=O)NC2CCCC2)C1=O
  -5% | -2.3% | i | -0.0011 | -0.0033 | 0.33 | 0.13 | i | 0 | 1 | -5 | · | · | 1.2 | 0.9 | 7.6 | -7.6 | 1105
CCOC(=O)C1=C(C)N=C2SC(CC)C(=O)N2C1c1cccc(F)c1 (stereo not drawn)
  -6% | -0.3% | i | 0.47 | -0.15 | 0.55 | -0.39 | i | -51 | -9 | -18 | -0.11 | 1234 | 3.5 | 2.7 | 3.6 | -0.5 | 1014
CN(C)C(=O)C1C2NC(=S)N(c3cccc(Cl)c3)C1(C)Oc1ccc(Cl)cc12 (stereo not drawn)
  -19% | -1.3% | i | -0.62 | -0.27 | -0.21 | 0.0073 | i | 4 | -10 | 20 | 3.5* | 1429* | 1.6 | 1.7 | 4.5 | -0.3 | 1137
NCCCC[C@@H]1NC(=O)c2cc([N+](=O)[O-])cc(I)c2SC[C@@H](C(=O)NCC(N)=O)NC(=O)CNC1=O
  -5% | 1.2% | i | -0.088 | -0.2 | 0.26 | 0.5 | i | 14 | 8 | -8 | 1.2 | 1119 | 2.7 | 1.4 | 7.5 | 3.8 | 546
CN(C)C(=O)N1CCCC(C(=O)NCCc2ccccc2)C1 (stereo not drawn)
  -4% | -1.0% | i | 0.12 | -0.24 | -0.82 | -0.011 | i | 10 | 14 | -2 | 0.58 | 1393 | 2.5 | 2.4 | 6.0 | -0.4 | 1437
Cc1cc(C)c2cc(CN(CC3CCCO3)C(=S)NCc3ccco3)c(=O)[nH]c2c1 (stereo not drawn)
  12% | -0.4% | i | -0.77 | -0.21 | -0.086 | 0.51 | i | -10 | 31 | 1 | · | · | · | · | · | 0.2 | 1579
CCCCNC(=O)C1(c2ccc(OC)cc2)CCOCC1
  0% | -2.3% | i | -0.77 | -0.21 | -0.4 | 0.7 | i | 1 | -2 | 4 | · | · | 3.7 | 1.1 | 4.9 | 0.4 | 1083
O=C(COC(=O)c1ccc(S(=O)(=O)NCc2ccco2)cc1)Nc1ccccc1OC(F)F
  0% | 4.0% | i | 0.95 | -0.13 | 0.94 | -0.62 | i | 1 | -1 | 2 | 0.09 | 1836 | 4.3 | 2.7 | 9.1 | -0.6 | 1029
CCOC(=O)C1(CC2CC2)CCN(Cc2ccc3cccc(F)c3n2)CC1
  4% | 0.1% | i | -0.87 | -0.27 | -0.14 | 0.91 | i | -15 | 5 | -6 | -0.28 | 1418 | · | · | · | -0.5 | 996
C=CCN(c1ccccc1OC)S(=O)(=O)c1cccc(C(=O)OCC(=O)c2c[nH]c3ccccc23)c1
  13% | -0.6% | i | -0.79 | -0.25 | -0.47 | 1.4 | i | 3 | 5 | 19 | 1.1 | 1257 | 3.7 | 2.8 | 4.1 | -0.6 | 874
COc1cc(C2C=C(C34CC5CC(CC(C5)C3)C4)NC(=S)N2)cc(OC)c1OC (stereo not drawn)
  6% | -2.4% | i | -0.61 | -0.27 | -0.34 | 0.31 | i | 5 | 7 | 1 | · | · | 0.9 | 1.0 | 0.2 | · | ·

Copied from the listing, three compounds:
Each structure is followed by: AID2073 | HIV peptide binding | Yfh1-off respiration | Dynein cargo inh | Dynein cargo inh cytoplasmic EGFP | Dynein cargo inh nuclear GR-EGFP | Dynein cargo inh cell count | Autophagy HCS | Autophagy HCS cell loss 18 h | WT yeast gro inh | WT yeast gro inh mutant strain | Insulin prom up | Insulin prom up cell count | MT stabilizer | MT stabilizer Hoechst-high % | MT stabilizer cytotoxicity % | bCat nuc transl | bCat nuc transl cell count 5 µM
O=C(Nc1cccnc1)c1cccnc1Cl
  4% | 3.1% | i | 0.26 | -0.1 | 0.18 | -0.85 | i | 5 | -1 | 4 | · | · | 1.1 | 1.6 | 2.0 | -1.4 | 484
COC(=O)C1=NNC2(c3ccc(C)cc3)C(=O)N(c3cccc(C)c3C)C(=O)C12 (stereo not drawn)
  6% | 3.1% | i | -0.25 | -0.3 | -0.4 | 0.016 | i | 4 | -10 | -21 | 0.99 | 1374 | 3.9 | 2.9 | 1.1 | -1.3 | 575
CCCN(Cc1ccccc1)S(=O)(=O)c1ccc(N2C(=O)CCC2=O)cc1
  -9% | 2.0% | i | 1.6 | -0.22 | 0.51 | -0.56 | i | -6 | 48 | 4 | 1.2 | 1123 | 5.0 | 3.6 | 3.9 | 0.2 | 837

(listing goes on)
Each structure is followed by: AID2073 | HIV peptide binding | Yfh1-off respiration | Dynein cargo inh | Dynein cargo inh cytoplasmic EGFP | Dynein cargo inh nuclear GR-EGFP | Dynein cargo inh cell count | Autophagy HCS | Autophagy HCS cell loss 18 h | WT yeast gro inh | WT yeast gro inh mutant strain | Insulin prom up | Insulin prom up cell count | MT stabilizer | MT stabilizer Hoechst-high % | MT stabilizer cytotoxicity % | bCat nuc transl | bCat nuc transl cell count 5 µM
O=C(N1CCOCC1)N1c2ccccc2Sc2ccccc21
  -2% | -1.2% | i | 0.32 | -0.22 | -0.24 | -0.25 | i | -3 | 26 | -1 | · | · | 1.9 | 1.1 | 6.3 | · | ·
O=C1c2ccccc2C(=O)N1CCCc1nc(-c2ccccn2)no1
  6% | -0.4% | i | 0.46 | -0.24 | 0.19 | -0.49 | i | -5 | -7 | -3 | 0.49 | 1237 | 2.0 | 1.3 | 6.1 | · | ·
CCN(CC)CCCN=Cc1c(O)n(Cc2ccccc2)c(=O)c2ccccc12
  27% | -3.3% | i | 0.91 | -0.24 | 0.48 | 0.4 | i | -2 | -5 | -32 | 0.54 | 815 | 3.0 | 1.4 | 3.5 | 0.1 | 1038
COc1ccccc1N1C(=O)CC(Sc2ncccc2C(=O)O)C1=O (stereo not drawn)
  8% | -0.8% | i | -1.1 | -0.27 | -0.37 | 0.88 | i | 0 | -12 | -5 | -0.02 | 986 | 3.0 | 1.2 | 26 | -4.3 | 1233
CN1CCN(CC#CCC(O)(c2ccccc2)C2CCCC2)CC1 (stereo not drawn)
  1% | 3.6% | i | 0.9 | -0.066 | 0.96 | -0.75 | i | -1 | -11 | -7 | -0.42 | 1099 | 2.0 | 1.8 | 3.1 | -0.3 | 1191
CCN1CCC2(CC1)C(C#N)=C(N)Oc1c2sc2nc(C)cc(C)c12
  8% | -1.6% | i | -0.17 | -0.11 | -0.17 | 0.37 | i | -4 | 0 | 2 | -0.21 | 1072 | 5.0 | 2.8 | 4.5 | 0.8 | 827
O=C(NNc1cccc(Cl)n1)c1cccnc1Cl
  -2% | -1.5% | i | 0.73 | -0.24 | 0.55 | -0.037 | i | 4 | -21 | -10 | 0.09 | 1263 | 3.8 | 3.5 | 7.5 | -3.2 | 550
Cc1ccc(CNC(=O)CSc2ccc(-c3ccccn3)nn2)cc1
  18% | 0.8% | i | 1 | -0.17 | 0.45 | -0.059 | i | 23 | 23 | 2 | -0.08 | 1235 | 3.1 | 1.9 | 4.4 | 0.6 | 1093
O=C(NCCNC(=O)C1CC2CCC1C2)C1CC2CCC1C2 (stereo not drawn)
  5% | 0.0% | i | -0.17 | -0.16 | 0.11 | 0.98 | i | -4 | -14 | -16 | -0.06 | 1267 | 2.6 | 1.3 | 4.5 | · | ·
Cn1c[n+](C)cc1/C=N/O
  -3% | -1.6% | i | 2.2 | -0.17 | 1.8 | -2.1 | i | -15 | -5 | 14 | · | · | 5.5 | 3.9 | 7.8 | · | ·
COc1ccc(N2CC(C(=O)NCc3cccnc3)CC2=O)cc1 (stereo not drawn)
  -4% | -2.7% | i | 0.54 | -0.23 | 0.33 | -0.0049 | i | -13 | -10 | 13 | 1.2 | 1203 | 6.0 | 5.1 | 1.9 | -1.7 | 888
O=C(N/N=C/c1ccc2c(c1)OCO2)c1ccccn1
  7% | -1.2% | i | 1.9 | -0.12 | 0.83 | -2 | i | 3 | -7 | -17 | · | · | 1.2 | 1.8 | 5.8 | · | ·
Cc1ccccc1NC(=O)C(=O)NCCc1ccccc1
  23% | 1.4% | i | 0.51 | -0.27 | 0.59 | -0.064 | i | 2 | -25 | -9 | 0.05 | 1424 | 2.2 | 2.2 | 8.0 | -3.4 | 558
